Screening results deposited in PubChem by several laboratories.
SRC1 inh: inhibits human SRC1 coactivator | 360,000 tested, 0.12% active | HEK293 GAL4-SRC1 luciferase reporter, luminescence | inhibition, % at 3.6 µM | Q15788;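 active = inhibition above the campaign mean plus 3 SD, with each screening campaign given its own cutoff, cut at about 60% in these data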;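 note: 0% = DMSO treated cells and 100% = gossypol at 36 µM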
NOD2-RIPK2 inh: blocks binding of human NOD2 to RIPK2; O43353; inhibition, % at 4.98 µM; 360,000 tested, 0.38% active; CHO BLA complementation NOD2-RIPK2, CCF4 ratio; in the data active = inhibition above about 21%;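 note: 0% = vehicle only and 100% = reference blocker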
NCOA3 inh: inhibitors of human steroid receptor coactivator 3 (SRC3); Q9Y6Q9; HEK293 GAL4-SRC3 luciferase reporter, luminescence; inhibition, % at 3.6 µM; 360,000 tested, 0.17% active; AID 588352;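 active = inhibition above a per-campaign cutoff, the mean of all compounds plus 3 SD, cut at about 60% in these data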;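 note: 0% = DMSO-treated cells and 100% = gossypol-treated cells at 36 µM; higher means less SRC3-driven luciferase light from the GAL4 reporter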
NR5A2 inv ag: NR5A2 inverse agonism in reporter assay. O00482. HEK293T StAR-luciferase reporter, LRH-1 transfected, 24 h. inhibition, % at 3.6 µM. 360,000 tested, 0.13% active;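 active = inhibition above the mean inhibition of all tested compounds plus 3 SD, cut at about 73% in these data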;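 note: 0% = DMSO wells and 100% = reporter-only cells lacking LRH-1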
TWEAK Fn14 block: TWEAK-Fn14 signaling inhibition | TWEAK-stimulated Fn14 reporter cells, luciferase luminescence, 8 h | inhibition, % at 10 µM | 360,000 tested, 2% active | AID 1159606; in the data active = inhibition above about 50%
NCOA2 inhibitor: human SRC2 (NCOA2) inhibition; Q15596; HEK293 GAL4-SRC2 luciferase reporter, luminescence; inhibition, % at 9 µM; 370,000 tested, 0.17% active;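 active = inhibition above the mean inhibition of all tested compounds plus 3 SD, set per campaign, cut at about 52% in these data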;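 note: 0% = DMSO treated cells and 100% = cells given Gossypol at 36 µM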
Target sequence (Q15596 whole entry, looked up, the tested form may be a part): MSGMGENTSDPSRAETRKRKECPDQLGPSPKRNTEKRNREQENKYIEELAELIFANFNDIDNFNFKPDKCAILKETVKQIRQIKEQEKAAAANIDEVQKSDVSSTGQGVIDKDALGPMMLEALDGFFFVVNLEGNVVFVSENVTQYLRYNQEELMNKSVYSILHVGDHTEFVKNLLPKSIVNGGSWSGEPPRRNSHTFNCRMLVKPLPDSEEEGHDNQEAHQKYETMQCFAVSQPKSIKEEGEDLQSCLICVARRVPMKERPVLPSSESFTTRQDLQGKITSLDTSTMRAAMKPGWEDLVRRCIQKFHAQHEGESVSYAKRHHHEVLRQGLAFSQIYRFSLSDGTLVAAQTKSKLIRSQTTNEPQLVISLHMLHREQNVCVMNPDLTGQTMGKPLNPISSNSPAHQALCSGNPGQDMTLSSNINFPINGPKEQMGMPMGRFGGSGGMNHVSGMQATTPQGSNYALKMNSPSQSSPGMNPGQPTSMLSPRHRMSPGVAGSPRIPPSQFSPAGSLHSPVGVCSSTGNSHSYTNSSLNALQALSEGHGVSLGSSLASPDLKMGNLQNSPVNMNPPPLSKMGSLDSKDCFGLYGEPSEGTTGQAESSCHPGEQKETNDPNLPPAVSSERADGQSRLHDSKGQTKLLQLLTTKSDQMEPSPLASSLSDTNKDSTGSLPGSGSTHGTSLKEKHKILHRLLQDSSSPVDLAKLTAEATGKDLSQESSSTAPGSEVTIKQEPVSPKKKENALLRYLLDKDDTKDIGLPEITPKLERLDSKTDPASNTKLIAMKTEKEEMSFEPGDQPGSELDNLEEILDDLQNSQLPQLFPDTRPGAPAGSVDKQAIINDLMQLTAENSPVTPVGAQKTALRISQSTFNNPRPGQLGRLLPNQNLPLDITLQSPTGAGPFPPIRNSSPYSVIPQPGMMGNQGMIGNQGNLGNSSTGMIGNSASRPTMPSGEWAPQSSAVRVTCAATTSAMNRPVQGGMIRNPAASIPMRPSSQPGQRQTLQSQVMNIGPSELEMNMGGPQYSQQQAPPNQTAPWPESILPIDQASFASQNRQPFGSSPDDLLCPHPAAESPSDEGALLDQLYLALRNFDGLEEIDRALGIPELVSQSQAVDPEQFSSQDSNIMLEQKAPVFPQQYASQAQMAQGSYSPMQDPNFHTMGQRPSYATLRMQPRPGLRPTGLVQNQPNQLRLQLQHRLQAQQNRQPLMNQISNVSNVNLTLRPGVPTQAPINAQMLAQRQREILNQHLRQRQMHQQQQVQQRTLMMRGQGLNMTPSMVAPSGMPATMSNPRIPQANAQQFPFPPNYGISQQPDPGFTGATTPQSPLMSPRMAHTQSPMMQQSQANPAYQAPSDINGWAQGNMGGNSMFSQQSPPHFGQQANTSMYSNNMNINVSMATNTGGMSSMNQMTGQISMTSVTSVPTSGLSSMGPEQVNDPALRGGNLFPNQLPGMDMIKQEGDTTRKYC
TLR9-MyD88 inh: TLR9-MyD88 interaction inhibition | Q9NR96+Q99836 | CHO BLA complementation TLR9-MyD88, CCF4 FRET ratio | inhibition, % at 4.98 µM | 340,000 tested, 0.21% active | AID 504734;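 active = inhibition above the mean over all tested compounds plus 3 SD, cut at about 21% in these data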;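 note: 0% = DMSO only wells and 100% = clavulanate BLA inhibitor control wells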
EBV LMP1 NFkB: reduces LMP1-driven NF-kappaB luciferase signal; inhibition, % at 12.5 µM; LMP1-induced NF-kappaB luciferase reporter cells, luminescence; 350,000 tested, 0.69% active; AID 504558; in the data active = inhibition above about 41%;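 note: 0% = neutral control wells and 100% = reference inhibitor control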
NR2F2 inh: inhibitors of human COUP-TFII (NR2F2); HEK293T NGFI-A luciferase reporter, luminescence; inhibition, % at 8.6 µM; 370,000 tested, 0.7% active; P24468;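 active = inhibition above a per-plate cutoff, mean inhibition of test wells between control levels plus 3 SD, cut at about 38% in these data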;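 note: cells cotransfected with COUP-TFII expression vector driving the NGFI-A reporter; 0% = median of COUP-TF2 test wells and 100% = reporter-only cells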
TRAIL sens C8: caspase-8 TRAIL sensitization; NB7+C8 cells + TRAIL, ATPlite viability luminescence; inhibition (viability loss, TRAIL sensitization), % at 10 µM; 360,000 tested, 1% active; AID 624354;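 active = compounds causing at least 50% loss of cell viability in the single-dose screen, relative to plate controls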
TROY NFkB inh: blocks TROY-dependent signaling in reporter cells; Q293 LMP1-TROYcd NF-kB luciferase reporter, 4 h; inhibition, % at 10 µM; 360,000 tested, 0.98% active; AID 1347056;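 active = compounds whose plate-normalised and pattern-corrected inhibition of the luciferase reporter signal at the single screening dose is 50% or more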
Active calls of the source: *; nt = not tested or not shown; & = joins results of further samples. A portion of the library; rates above refer to the full screens.

structure	SRC1 inh	NOD2-RIPK2 inh	NCOA3 inh	NR5A2 inv ag	TWEAK Fn14 block	NCOA2 inhibitor	TLR9-MyD88 inh	EBV LMP1 NFkB	NR2F2 inh	TRAIL sens C8	TROY NFkB inh
O=C1NC(c2ccc(Br)cc2)Nc2sc3c(c21)CCC3 (stereo unspecified)	-10	-1	-20	-50	4	-19	-7	1	0	-10	-19
O=C(O)C1CCC(c2ccc(-c3ccccc3)cc2)CC1 (stereo unspecified)	-88	-7	-92	-97	-33	-35	8	-14	2	-10	-33
Cc1ccc(S(=O)(=O)N(CC(=O)N2CCC(C(N)=O)CC2)c2cccc(C(F)(F)F)c2)cc1	-9	6	3	4	-3	-7	-15	0	-8	-13	14
CCN(CC)C(=O)CSc1nc2ccc(NC(=O)CSc3nnc(COc4ccccc4C)n3C)cc2s1	-7	5	0	4	46	4	2	11	17	7	38
CC1CCCC(C)N1C(=O)CSc1ncccn1 (stereo unspecified)	8	-1	0	11	1	-13	3	2	13	-9	-8
COc1ccc(NC(=O)CC(c2ccc(F)cc2)c2ccc(OC(C)C)cc2)cc1 (stereo unspecified)	10	6	25	-18	4	-6	-5	18	23	-1	-4
Cc1ccnc(N2C3CCC2CC(O)(c2ccccc2)C3)n1 (stereo unspecified)	3	2	1	0	14	-24	2	0	1	-1	13
CCN(C[C@H]1N[C@@](CC)(C(=O)OC)[C@H]2C(=O)N(Cc3ccccc3)C(=O)[C@@H]12)C(=O)COc1ccccc1	7	-5	-12	-3	-1	17	8	-2	6	-6	2
Cc1ccc(N2CCN(CC(O)COc3ccc([N+](=O)[O-])cc3)CC2)cc1 (stereo unspecified)	-2	0	4	-3	0	3	2	1	0	-1	10
O=C(CSc1nnc(C2CC2)n1C1CC1)c1ccc(Br)s1	-45	-7	-38	-74	-6	-46	-1	-7	-45	-12	-34
CCOc1ccc(CN(C)C(=O)CNC(=O)c2ccc(Br)o2)cc1OC	-6	-7	9	1	4	15	4	11	16	18	-2
COc1cc(C(=O)NC(=S)Nc2cccc(-c3cc4ccccc4oc3=O)c2)cc(OC)c1OC	9	-3	9	-3	12	12	-6	4	26	-10	20
O=C(NCCCO)C(=O)Nc1cc2c3c(c1)CCN3C(=O)CC2	9	-5	12	-2	-4	5	-4	0	-29	6	4
CC(C)C[C@H](NC(=O)[C@@H]1Cc2c([nH]c3ccccc23)C2c3ccccc3C(=O)N21)C(=O)N1CCC[C@@H]1C(=O)O (stereo partly specified)	-14	-2	9	-8	-7	-42	-12	-2	12	-18	-14
Cc1ccc(OCC(=O)NCCCNC(=O)c2ccncc2)cc1	1	-1	3	24	7	-11	12	-5	-1	-8	0
CCN(C(=O)CSc1nc2cc(C(=O)OC)ccc2c(=O)n1Cc1ccco1)c1cccc(C)c1	-29	-15	20	13	26	-2	-3	-7	11	-2	-3
CCOCCCNC(=O)C(c1ccc(Cl)cc1)N1CCC2(CC1)OCCO2 (stereo unspecified)	9	0	0	17	0	-9	3	-12	-9	-8	8
CN(CC(=O)Nc1ccc(F)c(F)c1F)C(=O)c1ccc2c(c1)S(=O)(=O)N=C1CCCCCN12	-9	-9	-4	-22	2	3	-8	5	-5	-6	4
C[C@@H]1CN([C@H](C)CO)C(=O)CCCn2nncc2CO[C@@H]1CN(C)S(=O)(=O)c1ccccc1F	-17	-1	-5	20	-8	-18	-1	-2	-18	2	-3
O=C(CCN1C(=O)c2ccccc2C1=O)OCN1C(=O)c2ccccc2C1=O	-10	8	10	4	-9	-25	4	1	-16	2	5
O=C1c2c([N+](=O)[O-])cc([N+](=O)[O-])cc2S(=O)N1Cc1ccccc1 (stereo unspecified)	-4	6	3	8	3	-16	-1	4	17	2	-2
Cc1ccc(S(=O)(=O)NC(=O)C2(C)CCN2C(=O)Cc2cccs2)nc1 (stereo unspecified)	3	3	15	0	4	-17	nt	nt	17	-15	-5
OCCN1CCN(C(=S)Nc2cccc(C(F)(F)F)c2)CC1	-9&7	-3&-8	-33&14	-4&13	-7&0	9&-2	-20&6	-2&-6	1&6	-3&-2	9&20
Cc1ccc(C(O)c2ncc(-c3cccc4ccccc34)[nH]2)c(C)c1 (stereo unspecified)	5	0	-6	2	13	-21	nt	nt	14	-6	5
Cc1nc2ccc(C(=O)N3CCN(c4ccccc4)CC3)cc2s1	-2	-4	3	-4	-18	-56	5	8	-5	-11	-23
Cc1cc(NC(=S)N(Cc2cccc(Br)c2)CC2CCC(C(=O)O)CC2)ccc1Cl (stereo unspecified)	7	-8	2	12	0	-18	6	1	-9	-2	6
O=C1c2ccccc2NC(c2ccc(-c3ccc(F)cc3)o2)N1O (stereo unspecified)	-89	-10	-37	-75	-47	-67	-7	-35	-57	23	-42
CNS(=O)(=O)c1cccc(C(=O)OCC(=O)N2CCCC2)c1	3	1	3	24	3	-1	5	2	-21	-5	1
CC(C)(C)n1nc2c(c1NC(=O)c1cc3ccccc3o1)CS(=O)(=O)C2	5	-9	15	10	33	-17	4	-1	-13	0	-9
NNC(=O)Cc1cc(=O)[nH][nH]1	-3	3	-21	-4	6	8	-2	-8	7	4	-7
Nc1ccc(C(=O)Nc2ccc3nc(-c4cccnc4)[nH]c3c2)cc1	-14	1	-8	3	-10	-34	-12	-1	4	10	1
COc1cc(-c2[nH]ncc2CN2CCCC2c2nonc2C)cc(OC)c1OC (stereo unspecified)	1	0	-4	-3	-18	3	3	-1	1	0	6
Cc1ccc(S(=O)(=O)Nc2nc(C)c(C(=O)NNS(=O)(=O)c3ccccc3)s2)cc1	4	-3	4	8	-2	-15	-9	0	18	0	-35
O=C(COC(=O)c1nc(Cl)ccc1Cl)NCc1cccs1	-6	-7	2	-25	1	-20	5	-4	0	-9	-20
CCCOc1c(Br)cc(C(=O)OCc2cc(=O)n3ccsc3n2)cc1OC	-31	-7	4	13	18	1	7	-1	-20	23	20
Cc1ccc(-c2c(C(=O)N3CCOCC3)oc(=O)c3ccccc23)cc1	-5	-11	-28	33	-8	-13	2	3	13	-8	-17
Cc1cccc(N(CC(=O)N2CCCCCC2)S(C)(=O)=O)c1C	12	-5	-5	1	-6	-2	-6	2	7	-11	-26
O=C(NC(N1CCOCC1)C(Cl)(Cl)Cl)c1ccc(F)cc1 (stereo unspecified)	7	-7	11	-7	7	-15	3	1	-7	-3	8
N#Cc1ccccc1NC(=O)COc1ccc2c(c1)OCO2	-78	5	-79	-95	-24	-64	-3	-12	-38	-4	-26
CC(=O)N1c2ccc(S(=O)(=O)NCCC(=O)Nc3ccc(C)c(Cl)c3)cc2CC1C (stereo unspecified)	3	-15	10	-24	-1	8	-9	10	-5	4	10

Ordered by the number under NCOA3 inh (ascending): 3 of the compounds above
SMILES	NCOA3 inh
N#Cc1ccccc1NC(=O)COc1ccc2c(c1)OCO2	-79
Cc1ccc(S(=O)(=O)Nc2nc(C)c(C(=O)NNS(=O)(=O)c3ccccc3)s2)cc1	4
O=C(NC(N1CCOCC1)C(Cl)(Cl)Cl)c1ccc(F)cc1 (stereo unspecified)	11

Additional entries.
structure	SRC1 inh	NOD2-RIPK2 inh	NCOA3 inh	NR5A2 inv ag	TWEAK Fn14 block	NCOA2 inhibitor	TLR9-MyD88 inh	EBV LMP1 NFkB	NR2F2 inh	TRAIL sens C8	TROY NFkB inh
Cc1ccc(CNC(=O)C2CC3Cn4c(nc5ccccc54)C3N2C)o1 (stereo unspecified)	-1	-9	-7	-14	-5	6	7	3	15	-13	0
COC(C(=O)Nc1ccccc1C(=O)N1CCOCC1)c1ccccc1 (stereo unspecified)	-23	0	3	-10	0	-16	-2	3	-23	-11	1
COc1ccc(OC)c(C=NNC(=O)c2ccc(NS(=O)(=O)c3cccs3)cc2)c1	-7	4	9	-4	-21	1	nt	nt	-1	-4	-6
CCCC(C)C(=O)Nc1ccc(S(=O)(=O)N2CCCC2)cc1 (stereo unspecified)	-7	6	11	7	-8	18	-2	2	-4	-48	9
Cc1ccccc1OCC(=O)Nc1ccc(S(=O)(=O)Nc2ccccn2)cc1	-8	-9	-23	0	-21	-11	-18	6	15	1	-45
COc1cccc(OCc2cc(C(=O)NCc3cnc4ccccn34)no2)c1	-9	-7	-1	-9	21	16	-6	4	33	16	10
Cc1ccccc1CSCc1nc(N)nc(Nc2ccccc2C)n1	-10	15	-21	-20	7	-52	0	1	-11	-5	-29
O=c1cc(COn2nnc3ccc(C(F)(F)F)cc32)nc2sccn12	-19	-8	4	8	7	15	5	-2	-4	-9	-10
CN(C)CCNc1ncnc2sc(-c3ccccc3)cc12	-1	8	-25	-13	19	-35	-12	7	15	-10	8
COCCN(CCOC)S(=O)(=O)c1ccc(C(=O)Nc2c(C)n(C)n(-c3ccccc3)c2=O)cc1	6	-14	16	7	0	5	4	-5	-14	-6	5
COC(=O)c1c(-c2ccccc2)csc1NC(=O)CSc1ncnc2sc(C)c(C)c12	-44	-8	7	-3	30	-20	-8	-11	-5	9	-1
Cc1ccc2nsnc2c1N(S(C)(=O)=O)S(C)(=O)=O	4	-5	-9	4	16	-6	-3	-10	9	1	8
COc1ccc(-c2nc(N)nc(C)c2Oc2ccccc2Br)c(O)c1	-4	-2	-6	-13	44	-24	-10	-9	-6	-8	28
CN(Cc1ccccc1)C(=O)Cn1c(=O)oc2cc(S(=O)(=O)N3CCCC3)ccc21	7	-3	-8	-3	-6	-1	-2	-1	9	1	1
CC(C)CN(CC(C)C)C(=O)CN1C(=O)NC2(CCc3ccccc3C2)C1=O (stereo unspecified)	-3	-16	-18	17	2	-7	1	6	7	-6	-15
